High-throughput results from PubChem.
Casp6 inh – inhibitors of human caspase-6; P55212; purified caspase-6, Z-VEID-R110 cleavage fluorescence; inhibition, % at 12.5 µM; 350,000 tested, 0.53% active;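 active = mean inhibition across replicates at least about 35%, with every replicate also reaching that limit, limit read from the data; inconclusive = only one of the two criteria met; inactive = neither criterion met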;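 also: 0% = median of neutral control wells and 100% = no fluorescence left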
ERAP1 inh – ERAP1 (human) enzyme inhibition; AID 652197; Q9NZ08; inhibition, % at 10.7 µM; recombinant ERAP1, Leu-AMC fluorescence, 60 min; 340,000 tested, 0.15% active;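 active = mean replicate inhibition of at least 30%, or all replicates individually reaching that 30% level; inactive = mean below 30% and not every replicate reaching it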;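 also: 0% = neutral control wells and 100% = L-leucinethiol positive control wells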
Target sequence (Q9NZ08 whole entry, looked up): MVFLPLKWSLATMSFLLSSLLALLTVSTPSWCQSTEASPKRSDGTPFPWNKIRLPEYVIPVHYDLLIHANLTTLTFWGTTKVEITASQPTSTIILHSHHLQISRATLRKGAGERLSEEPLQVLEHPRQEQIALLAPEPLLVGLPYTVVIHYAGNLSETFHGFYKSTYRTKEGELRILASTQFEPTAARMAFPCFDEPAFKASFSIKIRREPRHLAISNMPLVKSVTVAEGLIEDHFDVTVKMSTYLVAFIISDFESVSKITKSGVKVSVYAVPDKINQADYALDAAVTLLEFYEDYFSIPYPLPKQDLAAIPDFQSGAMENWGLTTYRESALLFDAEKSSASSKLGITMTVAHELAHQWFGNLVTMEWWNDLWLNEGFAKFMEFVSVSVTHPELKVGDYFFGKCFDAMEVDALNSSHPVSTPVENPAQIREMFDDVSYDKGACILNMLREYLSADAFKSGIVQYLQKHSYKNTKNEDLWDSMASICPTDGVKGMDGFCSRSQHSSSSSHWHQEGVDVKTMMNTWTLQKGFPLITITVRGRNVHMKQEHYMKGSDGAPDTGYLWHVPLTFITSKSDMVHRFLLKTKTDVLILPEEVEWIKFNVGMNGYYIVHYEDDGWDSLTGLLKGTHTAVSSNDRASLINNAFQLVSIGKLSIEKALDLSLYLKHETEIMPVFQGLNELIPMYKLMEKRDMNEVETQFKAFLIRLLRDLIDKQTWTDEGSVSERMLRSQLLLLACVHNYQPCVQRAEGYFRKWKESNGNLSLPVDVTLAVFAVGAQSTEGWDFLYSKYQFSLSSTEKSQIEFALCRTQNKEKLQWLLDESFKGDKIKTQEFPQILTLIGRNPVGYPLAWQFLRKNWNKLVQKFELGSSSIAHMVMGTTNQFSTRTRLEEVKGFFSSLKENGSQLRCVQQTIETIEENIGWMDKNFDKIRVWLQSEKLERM
ERp5 inh – ERp5 (human) disulfide isomerase inhibition; Q15084; 350,000 tested, 0.05% active; ERp5 insulin aggregation, absorbance 650 nm, 90 min; inhibition, % at 9.99 µM;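 active = mean replicate inhibition above about 25%, with every replicate also reaching it, limit read from the data, passing the limit was not always enough; inconclusive = only one of those two criteria met; inactive = neither criterion met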
DENV2 CPE – DENV2-induced cell death inhibition | DENV2-infected cells, cytopathic effect rescue, plate reader | CPE inhibition, % at 9.99 µM | 350,000 tested, 1.7% active | AID 651640; in the data active = CPE inhibition above about 20%, passing the limit was not always enough; inconclusive = no clear call, values can overlap the other calls; tested in BHK-21 cells;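 also: 0% = median of neutral control wells and 100% = median of positive control wells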
miR-122 sensor – inhibitors of miR-122 in Huh7 cells; Huh7 miR-122 Renilla luciferase sensor, 48 h; neutral wells = 0, positive control = 100; activation (reporter increase), % at 12.5 µM; 340,000 tested, 0.3% active; AID 602342;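 active = mean replicate activation score at least 90 and every replicate individually at or above 90; inconclusive = only one of the two criteria met; inactive = neither criterion met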;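 also: higher luciferase means less miR-122 activity so hits act as miR-122 inhibitors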
SIRT5 inh – sirtuin-5 (human) deacylase inhibition. Purified SirT5, succinyl-peptide AMC, trypsin-coupled fluorescence. inhibition, % at 15 µM. 330,000 tested, 1.1% active. AID 652115; in the data active = inhibition above about 15%; inconclusive = no clear call, values can overlap the other calls
CFTR F508del cor – CFTR F508del correction in bronchial cells | CFBE cells, YFP halide quenching; stimulated with forskolin plus potentiator P3; % fluorescence drop versus neutral controls | activity (quench increase), % at 7.58 µM | 350,000 tested, 0.36% active | AID 720511;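 active = mean added fluorescence quench of at least 8% versus neutral control, with both replicates also reaching 8%; inconclusive = only one of the mean or replicate conditions met; inactive = mean below 8% and not both replicates reaching 8%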;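 also: cells transiently co-express mutant CFTR-F508del with the halide-sensitive YFP; corrector assay measuring rescue of mutant channel to the surface after 24 h compound exposure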
* hit, by the source's call; ? = inconclusive; . = not tested or not shown; & = joins results of further samples; [ ] = dose if it differs, or a comment.

SMILES	Casp6 inh	ERAP1 inh	ERp5 inh	DENV2 CPE	miR-122 sensor	SIRT5 inh	CFTR F508del cor
NC(=O)c1cc(S(=O)(=O)N2CCOCC2)cs1	0.0	-0.4	4.7	?	-2.0	0.5	-0.9
Nc1nc2n(n1)C(c1ccco1)CC(c1ccc(F)cc1)N2 (configuration not stated)	3.2	0.9	-7.3	-0.6	-3.5	.	1.9
Cc1nn(C)c(C)c1S(=O)(=O)N1CCC(CO)(CC2CCCCO2)CC1 (configuration not stated)	-4.2	-1.2	3.9	-4.3	.	-1.1	-3.2
CCN1C(=O)/C(=C/c2nc3ccccc3c(=O)[nH]2)c2ccccc21	5.2	0.4	-0.8	-10.4	.	-7.1	1.4
CC=Cc1ccc2n(c1=O)C[C@@H]1[C@@H](CO)[C@H](C(=O)NCc3ccncn3)N(C(=O)NC3CCCC3)[C@H]21 (mixture of isomers)	1.0	-1.6	-4.1	9.9	.	-4.4	.
N#C[C@@H]1[C@@H](c2ccccc2C2=CCCCC2)[C@@H](CO)N1C(=O)CN1CCOCC1	-0.6	-1.1	0.1	30.3*	.	4.5	2.5
Cc1cccc(NC(=O)CSc2ncnc3sc(C)cc23)c1	3.6	-0.5	-6.6	-0.5	.	0.8	1.9
C[C@@H]1CN([C@H](C)CO)S(=O)(=O)c2ccc(-c3cccc(C(=O)N(C)C)c3)cc2O[C@@H]1CN(C)Cc1ccc2c(c1)OCO2	1.9	-6.1	-2.8	3.9	20.5[16.7 µM]	14.3	-3.4
C[C@H]1CN([C@@H](C)CO)C(=O)Cc2cc(NS(=O)(=O)c3cccs3)ccc2O[C@H]1CN(C)Cc1ccccc1	0.0	0.5	4.5	-9.5	6.4[16.7 µM]	4.0	-0.5
COC(=O)C1=C(CCc2ccccc2)NC(=O)NC1c1ccc(Cl)cc1 (configuration not stated)	0.7	-2.3	5.9	6.1	.	-2.4	-4.2
CSc1ncnc2c1ncn2CCCN(C)CCc1ccccn1	-1.9	1.7	0.6	?	-0.5	-4.3	-1.7
Cc1cccc(-c2noc(CN(C)S(=O)(=O)c3cc(Cl)ccc3Cl)n2)c1	2.7	1.1	1.5	-1.5	6.6	-3.6	1.5
CCc1ccccc1NC(=O)COc1cccc(-n2cnnn2)c1	-3.5	-0.9	5.5	-6.6	1.2	-2.4	0.8
CC1CCCN(C(=O)C(Cc2ccccc2)n2cccc2)C1 (configuration not stated)	0.8	-1.8	-2.4	-6.1	.	-4.5	-1.6
CC(C)CCOP(=O)(c1ccc(N(C)C)cc1)C(O)c1ccc(C(C)C)cc1 (configuration not stated)	-1.8	-1.7	1.4	9.9	58.6	-5.3	-0.2
Cc1ccccc1NC(=O)Cc1nc(COC(=O)/C=C/c2ccccc2)cs1	-2.1	5.1	-4.2	10.9	-3.4	-5.2	3.6
N#Cc1c(NC(=O)COC(=O)c2ccc(O)cc2O)sc2c1CCC2	34.7	-2.1	7.0	?	.	2.3	-1.6
CC1CCCCC1NC(=O)CNC(=O)c1cccs1 (configuration not stated)	2.3	-1.7	-2.4	1.5	.	3.7	-1.0
CCCN1C[C@@H](C)[C@@H](OC)CN(C)C(=O)c2ccc(NC(=O)C3CCOCC3)cc2OC[C@H]1C	1.8	-6.3	-2.2	-4.2	.	3.7	4.1
CCN(Cc1ccccc1)S(=O)(=O)c1ccc(C(=O)N(CCCN(C)C)c2nc3ccc(F)cc3s2)cc1	2.1	2.2	-6.0	10.3	-1.1	-4.2	3.8
Cc1cccc(NC(=S)N(CCCN2CCCC2)Cc2cccn2Cc2ccc(Cl)cc2)c1	-15.1	2.8	4.4	-1.5	8.0	-0.7	-1.1
C[C@@H]1CN([C@@H](C)CO)C(=O)c2cc(NC(=O)CCN3CCOCC3)ccc2O[C@@H]1CN(C)C	-1.7	0.3	-8.0	-2.0	-0.5[16.7 µM]	-10.3	2.6
O=C(NC1CC1)c1ccc(NC(=O)C2CCCCC2)cc1	-3.5	-1.7	0.6	-9.4	-2.7	-1.2	-3.2
CCN(CC)C(=O)CN(C#N)c1nc(Cl)nc(N(C)C)n1	-0.6	0.3	-3.1	-2.4	.	-6.5	-3.0
CCC(CO)Oc1cc(NCc2ccc(F)cc2)c2ncn(C(C)C)c2c1 (configuration not stated)	33.5	-0.2	-4.9	-3.3	-2.2	.	5.8
CC1CC(C)CN(C(=O)Cn2ncc3c([nH]c4ccccc43)c2=O)C1 (configuration not stated)	1.6	3.8	-1.1	-6.1	0.4	-0.3	1.2
O/C(=C\c1ccc2ccccc2n1)c1ccc(O)cc1O	-2.0	2.9	-5.7	0.3	3.8	4.6	-0.6
Cc1oc(-c2ccccc2F)nc1CS(=O)(=O)CC(=O)NC(C)CCc1ccccc1 (configuration not stated)	-3.7	-2.2	-14.9	6.2	.	-0.9	-1.7
CC1CC(C)CN(CCCNC(=O)c2c(O)nc3ccccn3c2=O)C1 (configuration not stated)	-11.5	0.3	-5.2	3.4	0.6	-5.6	-1.3
O=C(Nc1ccc(F)cc1)N1C[C@@H]2[C@H](c3ccccc31)[C@H](CO)N2C(=O)Cc1ccccc1	0.8	-1.6	-1.8	-0.2	-32.6[16.7 µM]	-2.7	-0.7
CCOC(=O)N1CCN(Cc2nc3cc(NC(=O)c4cccs4)ccc3n2C)CC1	1.7	0.6	-2.2	9.7	-1.6	0.3	-1.2
C[C@H]1CN([C@@H](C)CO)C(=O)Cc2cc(NC(=O)NC3CCCCC3)ccc2O[C@@H]1CN(C)CC1CCCCC1	0.2	-0.1	-2.7	?	-7.5[16.7 µM]	14.1	-3.1
CCCc1cc(=O)[nH]c(SCC(=O)Nc2sc3c(c2C(N)=O)CCCC3)n1	0.4	-5.1	-6.8	?	.	.	-0.9
Cc1nn(Cc2ccc(Cl)c(Cl)c2)c(C)c1NC(=O)c1cc(CC(C)C)on1	0.1	.	-2.0	-2.1	-11.8	.	-1.8
O=S1(=O)CCOC[C@H](CC2CCCCC2)N1Cc1ccc(Cl)cc1	-1.6	2.3	0.4	7.6	1.1	-1.5	-0.2
Cc1cccc(-c2ccc([C@@H]3[C@@H](CO)N4CCCCN(S(=O)(=O)c5cccs5)C[C@@H]34)cc2)c1	1.6	-0.2	-9.6	0.7	-10.2[16.7 µM]	8.2	-2.1
CCN(CC(=O)Nc1ccc(NC(C)=O)cc1)C(=O)c1ccc(N2CCC(C)CC2)c([N+](=O)[O-])c1	3.6	2.7	-11.8	1.0	19.1	-0.2	41.0*
O=C(N[C@H](C(=O)N1CCC[C@H]1C(=O)NC1CCCC1)C1CCCCC1)C1CCCC1	1.5	1.4	-5.7	7.3	.	1.1	-1.2
CCC(=O)c1ccc(OCC(=O)N(CC)CC(=O)Nc2ccccc2OC)cc1	3.2	0.8	-2.7	4.7	-1.0	3.0	0.8
Cc1nc2c(cnn2-c2ccccc2)c(=O)n1/N=C/c1ccccc1	0.0	1.0	5.2	-4.8	3.1	.	-4.8
CC(=O)N1N=C(c2ccc(Cl)cc2)OC1(C)C	-1.5	-1.5	-2.2	0.0	.	-0.8	.
C/C(=N\NC(=O)C(N)=O)c1ccc(OC(F)F)cc1	-1.4	0.6	-1.7	-7.0	-4.1	-1.3	1.7
CCN(CC)S(=O)(=O)c1ccc(NC(=O)COC(=O)c2cnc(C)cn2)cc1	-1.1	-4.3	3.4	11.3	-3.5	-5.7	0.1
COc1cccc(CNC(=O)CCC2CCCN(C(=O)c3ccc(F)c(Cl)c3)C2)c1 (configuration not stated)	1.8	0.3	4.8	-3.5	.	1.1	-1.3
c1ccc(CN2C[C@@H]3N[C@H](C2)C3c2ccc(-c3ccncc3)cc2)cc1 (some centres not stated)	-17.7&-4.5	-0.2&-0.6	3.2&12.0	-5.4&-2.2	.	-1.8&-0.7	0.3&-1.7

Sorted by count of non-hydrogen atoms (low to high): part of the list above.
SMILES	Casp6 inh	ERAP1 inh	ERp5 inh	DENV2 CPE	miR-122 sensor	SIRT5 inh	CFTR F508del cor
CC(=O)N1N=C(c2ccc(Cl)cc2)OC1(C)C	-1.5	-1.5	-2.2	0.0	.	-0.8	.
C/C(=N\NC(=O)C(N)=O)c1ccc(OC(F)F)cc1	-1.4	0.6	-1.7	-7.0	-4.1	-1.3	1.7
O=S1(=O)CCOC[C@H](CC2CCCCC2)N1Cc1ccc(Cl)cc1	-1.6	2.3	0.4	7.6	1.1	-1.5	-0.2
Cc1nc2c(cnn2-c2ccccc2)c(=O)n1/N=C/c1ccccc1	0.0	1.0	5.2	-4.8	3.1	.	-4.8
c1ccc(CN2C[C@@H]3N[C@H](C2)C3c2ccc(-c3ccncc3)cc2)cc1 (some centres not stated)	-17.7&-4.5	-0.2&-0.6	3.2&12.0	-5.4&-2.2	.	-1.8&-0.7	0.3&-1.7
CCCc1cc(=O)[nH]c(SCC(=O)Nc2sc3c(c2C(N)=O)CCCC3)n1	0.4	-5.1	-6.8	?	.	.	-0.9
Cc1nn(Cc2ccc(Cl)c(Cl)c2)c(C)c1NC(=O)c1cc(CC(C)C)on1	0.1	.	-2.0	-2.1	-11.8	.	-1.8
CCC(=O)c1ccc(OCC(=O)N(CC)CC(=O)Nc2ccccc2OC)cc1	3.2	0.8	-2.7	4.7	-1.0	3.0	0.8
O=C(N[C@H](C(=O)N1CCC[C@H]1C(=O)NC1CCCC1)C1CCCCC1)C1CCCC1	1.5	1.4	-5.7	7.3	.	1.1	-1.2
O=C(Nc1ccc(F)cc1)N1C[C@@H]2[C@H](c3ccccc31)[C@H](CO)N2C(=O)Cc1ccccc1	0.8	-1.6	-1.8	-0.2	-32.6[16.7 µM]	-2.7	-0.7
CCN(CC(=O)Nc1ccc(NC(C)=O)cc1)C(=O)c1ccc(N2CCC(C)CC2)c([N+](=O)[O-])c1	3.6	2.7	-11.8	1.0	19.1	-0.2	41.0*
C[C@H]1CN([C@@H](C)CO)C(=O)Cc2cc(NC(=O)NC3CCCCC3)ccc2O[C@@H]1CN(C)CC1CCCCC1	0.2	-0.1	-2.7	?	-7.5[16.7 µM]	14.1	-3.1

Other structures
SMILES	Casp6 inh	ERAP1 inh	ERp5 inh	DENV2 CPE	miR-122 sensor	SIRT5 inh	CFTR F508del cor
O=C(CCCOc1ccc(Cl)cc1Cl)Nc1ccccc1C(=O)O	3.7	-1.7	3.5	2.1	-2.6	-5.2	-2.0
CCOCCCNC(=O)c1c[nH]c2c(CC)cccc2c1=O	2.8	-0.3	-1.3	-0.9	.	-0.9	.
CCOC(=O)C1CCCN(C(=O)COc2ccccc2F)C1 (configuration not stated)	-0.8	-2.8	0.5	-6.1	.	-2.7	.
O=C(O)Cc1sc(NCc2ccco2)nc1-c1ccccc1	1.3	0.2	1.3	5.2	-5.7	-4.6	0.4
Cc1ccccc1S(=O)(=O)N[C@H]1CC[C@H](CCn2cc(-c3ccc(F)cc3)nn2)O[C@@H]1CO	5.8	0.5	4.9	?	-9.5[16.7 µM]	-6.5	0.3
O=C(NCC#CCOCc1ccccc1)c1ccccc1	2.8	5.0	3.7	3.2	3.4	.	2.1
NNc1nc(-c2ccccc2)cs1	0.2	0.3	8.1	-10.3	2.0	-2.3	-3.9
Cc1cccnc1CCNC(=O)CCc1nnc(-c2ccccc2)o1	-6.5	12.2	-0.2	6.4	.	-3.0	.
N#C[C@@H]1[C@@H](c2ccccc2C2=CCCC2)[C@H](CO)N1C(=O)C1CCOCC1	0.4	-0.5	2.4	0.7	.	2.3	-1.9
Cc1cc(C)n(C(=O)Cn2nc(C)c(Cl)c2C)n1	-1.2	-3.5	2.2	7.5	5.0	0.8	-2.2
Cc1ccc(C(C)C)c(OCC(=O)NN=C2CCCC(=O)C2)c1	-1.6	-3.0	0.8	0.9	.	.	-2.3
COc1ccc(NC(=O)CSCC(=O)NCCc2ccccn2)cc1	15.2	-0.1	-6.6	-0.8	.	-1.7	-0.9
